High-throughput results: PubChem, several laboratories
CHOP inh = inhibitors of CHOP promoter induction, primary screen, cell-based, unfolded protein response, luciferase reporter. CHO-K1 CHOP-promoter luciferase, tunicamycin-induced, 15-18 h. 220,000 tested, 3.8% active. inhibition, % at 10 µM;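 active = compounds that reduced the stress-induced luciferase reporter signal by more than about 70% of percent inhibition, limit read from the data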;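 note: 0% = tunicamycin plus vehicle and 100% = wells without tunicamycin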
BaF3 tox = parental Ba/F3 cell viability inhibition, counter-screen for JAK2V617F inhibitor project, murine pro-B, CellTiter-Glo luminescence | CellTiter-Glo ATP luminescence | inhibition, % at 5.6 µM | 220,000 tested, 1.1% active;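 active = inhibition above a per-campaign cutoff, the mean inhibition of all tested compounds plus 3 SD, cut at about 27% in these data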;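 note: 0% = DMSO wells and 100% = JAK Inhibitor I control wells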
Ba/F3 V617F tox = reduced viability of JAK2V617F-dependent Ba/F3 cells, primary screen, JAK2V617F inhibitor project, cell-based, Ba/F3 EpoR-JAK2V617F, luminescence; ATP luminescence; inhibition, % at 5.6 µM; 220,000 tested, 1.1% active; AID 1446, 2008;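 active = inhibition above the campaign mean plus 3 SD over all tested compounds, cut at about 24% in these data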;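 note: cytokine-independent growth of Ba/F3 cells driven by EpoR plus mutant JAK2; 0% = DMSO-treated cells and 100% = JAK inhibitor I control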
Wee1 degr inh = Wee1 degradation inhibitors, primary screen, cell-based, HeLa, Wee1K328M-luciferase, luminescence | HeLa Luc-Wee1K328M stability; 100% = proteasome inhibitor MG132 effect | reporter increase, % at 5 µM | Wee1-like protein kinase (Homo sapiens), P30291 | 220,000 tested, 1.2% active;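 active = activation above the mean of all tested compounds plus 3 SD, set per screening run, cut at about 8.8% in these data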;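 note: cells exposed to compound for 20 h before luminescence read; 0% = DMSO alone and 100% = MG132 at 30 µM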
PPC-1+TRAIL kill = compounds killing PPC-1 cancer cells with TRAIL present, primary screen, TRAIL potentiator project, ATPLite luminescence, uHTS. 220,000 tested, 0.41% active. PPC-1 cells + TRAIL, ATPLite viability luminescence. AID 1443, 2008. cell killing (% activity), % at 4 µM;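 active = cell killing above 50% in the first pass at 4 µM, then a duplicate retest at 5 µM averaging 50% or more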;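 note: plate controls were cells with TRAIL plus DMSO for no effect and medium-only wells lacking cells for full effect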
zfTRPN1 agonist = zebrafish TRPN1 channel agonists, primary screen, cell-based, HEK293, calcium fluorescence; activation, % at 3 µM; AID 1424, 2008; HEK293 zebrafish TRPN1-YFP, Fluo-8 calcium fluorescence; 100% = response to 87 µM carbachol; 220,000 tested, 0.18% active; transient receptor potential cation channel N1 (TRPN1/NompC), Danio rerio;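 active = activation above its plate's cutoff, the mean activation of test wells on that plate plus 3 SD, cut at about 19% in these data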;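 note: 0% = DMSO alone and 100% = 87 µM carbachol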
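Material – zebrafish TRPN1-YFP in HEK293 cells · Doses – 3 µM single point · Schedule – dye 1 h 37 °C plus 30 min RT · Signal – Fluo-8 calcium fluorescence, excitation 470-495 nm, emission 515-575 nm · Read-out – % activation versus carbachol response · Control set – carbachol high, DMSO low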
RBBP9 inh = human RBBP9 inhibitors, primary screen, biochemical, fluorescence polarization, FP-Rh probe, HTS; Serine hydrolase RBBP9 (Homo sapiens), O75884; recombinant RBBP9; inhibition, % at 7.94 µM; 220,000 tested, 0.2% active; AID 1515, 2009;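 active = inhibition above the campaign mean of all tested compounds plus 3 SD, cut at about 14% in these data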;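 note: plate controls were DMSO wells with RBBP9 for no effect and wells lacking RBBP9 protein for full effect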
Target sequence (O75884 whole entry, looked up): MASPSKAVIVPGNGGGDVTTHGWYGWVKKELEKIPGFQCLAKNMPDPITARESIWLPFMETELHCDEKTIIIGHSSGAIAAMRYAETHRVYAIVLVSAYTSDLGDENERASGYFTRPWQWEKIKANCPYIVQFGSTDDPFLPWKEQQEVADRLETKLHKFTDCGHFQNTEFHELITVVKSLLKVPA
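Material: RBBP9 protein. Amount: RBBP9 at 2.5 µM in dispensed solution, before mixing. Schedule: 30 min then 45 min, 25 °C. Medium: Tris buffer pH 8.0, NaCl, Pluronic. Measured by: fluorescence polarization. Measure: percent inhibition from mP, scaled between DMSO and no-protein wells. Replication: one well per compound.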
TRPML3 ag = human TRPML3 channel agonists, primary screen, cell-based, HEK293 TRPML3-YFP, Fluo-8 calcium fluorescence, 3 µM; Mucolipin-3 (Homo sapiens), Q8TDD5; 100% = the carbachol control signal; activation, % at 3 µM; 220,000 tested, 0.29% active; AID 1448, 2008;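 active = activation above its plate's cutoff, the mean activation of the plate's test wells plus 3 SD, cut at about 12% in these data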;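 note: 0% = DMSO only wells and 100% = carbachol wells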
Target sequence (Q8TDD5 whole entry, looked up): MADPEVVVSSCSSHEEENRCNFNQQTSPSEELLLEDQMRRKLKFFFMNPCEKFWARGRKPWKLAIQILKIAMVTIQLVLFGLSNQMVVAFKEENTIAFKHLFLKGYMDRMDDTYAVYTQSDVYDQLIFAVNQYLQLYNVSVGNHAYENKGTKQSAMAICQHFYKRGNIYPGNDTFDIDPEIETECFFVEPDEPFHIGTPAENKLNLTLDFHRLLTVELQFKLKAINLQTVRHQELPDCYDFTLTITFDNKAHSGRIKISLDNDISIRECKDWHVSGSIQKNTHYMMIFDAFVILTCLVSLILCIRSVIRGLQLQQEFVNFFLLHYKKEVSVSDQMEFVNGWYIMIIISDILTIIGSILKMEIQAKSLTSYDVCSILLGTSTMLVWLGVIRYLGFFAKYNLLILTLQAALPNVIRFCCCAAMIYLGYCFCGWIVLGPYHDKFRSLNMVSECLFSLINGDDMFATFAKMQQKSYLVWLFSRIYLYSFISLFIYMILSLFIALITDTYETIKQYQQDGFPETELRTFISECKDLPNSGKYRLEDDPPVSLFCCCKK
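Material: TRPML3-YFP stable HEK293 cells | Dosing: One concentration, 3 µM nominal, 0.3% DMSO | Timing: 125 s total fluorescence read per well | Technique: Fluo-8 calcium dye fluorescence, ex 470-495, em 515-575 nm | Measure: Percent activation from peak-to-basal fluorescence ratio, scaled between DMSO and carbachol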
TNF necrop inh = inhibitors of TNF-alpha triggered necroptosis, primary screen, cell-based, Jurkat FADD-/-, single concentration; 220,000 tested, 0.068% active; Jurkat FADD-/- TNF necroptosis rescue, ATP luminescence, 24 h; 0 = TNF only, 100 = no-TNF cells; AID 463075, 2010; activation (protection from cell death), % at 10 µM;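 active = activation, meaning protection from cell death, of at least 50% relative to plate controls; inactive = activation below 50%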;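 note: necroptosis triggered by 40 ng/mL TNF-alpha added together with compound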
* = called active by the depositor; . = not tested or not shown; & = joins results of further samples; [ ] = remark or other dose. The order is random, and some 6.8% of all compounds hit somewhere here.

SMILES	CHOP inh	BaF3 tox	Ba/F3 V617F tox	Wee1 degr inh	PPC-1+TRAIL kill	zfTRPN1 agonist	RBBP9 inh	TRPML3 ag	TNF necrop inh
Cc1ccc(CN2CCN(CC(=O)N3CCC(C(N)=O)CC3)C2=O)cc1	.	1	-5	1	.	0.5	3	-0.1	-0.1
Cc1ccc(CNC(=O)C(NS(=O)(=O)c2cccs2)C(C)C)cc1 (centres undefined)	25	-1	0	-4	14	-0.8	-1	-0.6	-1.5
COc1ccc(OCC(O)CNC(=O)Nc2cc(F)ccc2C)cc1 (centres undefined)	15	-1	-5	-3	-15	-0.7	-5	0.2	2.9
CS(=O)(=O)N(CC(=O)Nc1cccc([N+](=O)[O-])c1)c1ccccc1	-8	5	-4	-3	25	1.0	-3	0.7	1.5
Cc1ccc(C(=O)CC2(O)C(=O)N(Cc3ccccc3Cl)c3ccccc32)o1 (centres undefined)	66	8	6	-2	26	-1.0	-4	-0.1	-0.5
O=[N+]([O-])c1ccc(C2CCCC/C2=N\OCc2cccc(F)c2)c([N+](=O)[O-])c1 (centres undefined)	36	2	0	5	10	-0.9	6	0.2	-0.9
CSc1nccc(N2CCN(c3ccc(F)cc3)CC2)n1	18	8	1	2	-4	1.9	-9	0.9	1.0
O=C(CSc1nnc(-c2c[nH]c3ccccc23)o1)N(Cc1ccccc1)c1ccc(F)cc1	71*	3	0	0	15	-0.1	-22	-0.7	-3.0
CN(Cc1nccs1)C(=O)CC1C(=O)NCCN1Cc1ccc(-c2ccccc2)cc1 (centres undefined)	13	-1	-2	-4	13	-0.5	-1	0.7	1.2
Cc1[nH]n(-c2ccccc2)c(=O)c1/C=N/c1ccccn1	11	4	0	0	6	0.2	-5	-0.3	-3.1

Two records picked at random from the list so far, as already listed:
SMILES	CHOP inh	BaF3 tox	Ba/F3 V617F tox	Wee1 degr inh	PPC-1+TRAIL kill	zfTRPN1 agonist	RBBP9 inh	TRPML3 ag	TNF necrop inh
CN(Cc1nccs1)C(=O)CC1C(=O)NCCN1Cc1ccc(-c2ccccc2)cc1 (centres undefined)	13	-1	-2	-4	13	-0.5	-1	0.7	1.2
COc1ccc(OCC(O)CNC(=O)Nc2cc(F)ccc2C)cc1 (centres undefined)	15	-1	-5	-3	-15	-0.7	-5	0.2	2.9

Other entries follow.
SMILES	CHOP inh	BaF3 tox	Ba/F3 V617F tox	Wee1 degr inh	PPC-1+TRAIL kill	zfTRPN1 agonist	RBBP9 inh	TRPML3 ag	TNF necrop inh
COc1ccc(CCN(C)CCCC(C#N)(c2cc(OC)c(OC)c(OC)c2)C(C)C)cc1OC (centres undefined)	13&-10	7	2	-1	2	0.2	-2	-0.2	2.8
Cc1ccccc1Cn1ccc(NC(=O)c2cnn3c2NC(c2ccccc2)CC3C(F)(F)F)n1 (centres undefined)	28	6	1	1	2	-0.3	-5	0.4	-5.7
CCC(C)NC(=O)C1CCN(S(=O)(=O)c2cccc3cccnc23)CC1 (centres undefined)	5	-1	-2	3	2	1.1	-1	0.6	1.2
COc1cc(C(C)=O)ccc1OCC(=O)c1cc(C)n(C2CC2)c1C	-1	6	-3	-1	-13	1.5	-3	-0.2	-3.2
O=C(NCC1CCCN(Cc2ccc3nonc3c2)C1)c1ccc(F)cc1 (centres undefined)	6	3	-4	0	-4	-1.7	-5	0.3	1.1
CCC(=O)N(CCC(Cc1ccccc1)c1ccco1)Cc1ccco1 (centres undefined)	14	0	1	5	13	-1.6	-4	-1.3	0.2
O=C(Oc1ccc(-c2nccc(-c3ccccn3)n2)cc1)c1cccc(C(F)(F)F)c1	3	-3	1	-3	5	0.7	-11	1.3	-3.9
CCn1c(SCC(=O)N(Cc2ccccc2)C2CCS(=O)(=O)C2)nc2ccccc2c1=O (centres undefined)	-19	0	3	3	-12	0.8	1	0.3	0.3
Cc1ccc(S(=O)(=O)c2c(N)n(CC3CCOC3)c3nc4ccccc4nc23)cc1 (centres undefined)	32	7	2	1	16	-0.4	-5	-1.7	-6.3
Cc1csc(NC(=O)c2ccc(S(=O)(=O)N(C)c3ccccc3)cc2)n1	17	-3	4	-4	2	5.0	-3	1.4	-1.4
O=C(O)Cc1ccc(OCc2ccc(Cl)nc2)cc1	3	5	-3	2	8	0.3	3	0.8	0.2
O=C(N/N=C/c1ccc(N2CCOCC2)cc1)c1cccs1	-14	11	4	3	18	2.7	-3	0.5	0.0
CC1CC(C)CN(CCCCOc2ccc([N+](=O)[O-])cc2)C1 (centres undefined)	3	2	0	0	7	-0.5	-1	0.5	2.9
CN=C1S/C(=C\c2cn(C(C)=O)nc2-c2ccccc2)C(=O)N1C	.	8	3	3	.	-2.8	1	-1.2	-7.4
CN(C)CCNc1ncnc2c1sc1nc(N3CCOCC3)c3c(c12)CC(C)(C)SC3	-19	10	8	1	25	0.6	-6	1.2	-18
COc1ccc(O)c(C=Nc2cc(C)on2)c1	27	2	0	-1	10	0.2	-10	0.4	-0.7
Cc1ccc([N+](=O)[O-])cc1NC(=O)c1ccc(C(C)(C)C)cc1	53	2	-2	-2	-2	0.2	-8	-0.4	-1.3
CCOC(=O)CN(Cc1sccc1C)C(=O)Nc1ccc(OC)cc1OC	-6	14	4	4	-14	0.2	-8	0.8	0.6
Cc1cc(C(=O)N/N=C2\CCCC(C)C2)n[nH]1 (centres undefined)	-22	3	-1	0	6	-1.0	7	0.6	0.2
N#CC/C(N)=N/NC(=O)CCCNc1ncc(C(F)(F)F)cc1Cl	4	6	1	4	3	-0.1	-4	-0.1	-0.8

Copied from the list:
Under Wee1 degr inh, O=C(N/N=C/c1ccc(N2CCOCC2)cc1)c1cccs1 shows 3
Under Wee1 degr inh, Cc1[nH]n(-c2ccccc2)c(=O)c1/C=N/c1ccccn1 shows 0

(list continues)
SMILES	CHOP inh	BaF3 tox	Ba/F3 V617F tox	Wee1 degr inh	PPC-1+TRAIL kill	zfTRPN1 agonist	RBBP9 inh	TRPML3 ag	TNF necrop inh
CCOc1ccccc1-c1nc(-c2ccc(NC(=O)Cc3ccccc3OC)cc2)no1	32	9	5	5	29	0.9	-20	0.4	-1.1
Cc1cccc2c1-c1sc(C(=O)Nc3nccs3)cc1CO2	54	6	0	2	20	1.1	-7	1.2	3.5
Nc1c(-c2ccc(Cl)cc2)cnn1-c1cccc(C(F)(F)F)c1	61	5	-5	1	7	-0.4	-2	1.1	-1.4
CCC1CCCCN1Cc1ccc(OC)c(C)c1C (centres undefined)	11	5	3	-2	-20	0.8	1	0.8	1.4
Cc1ccc(NC(=O)C2CCCN(S(=O)(=O)c3c(C)noc3C)C2)c(C)c1 (centres undefined)	23	1	-1	0	6	1.6	-10	-0.3	-4.9
CSc1ccc(C(=O)C2CCCN(Cc3ccc(N4CCNC4=O)cc3)C2)cc1 (centres undefined)	8	3	1	-1	20	2.0	-4	1.1	0.1
Cc1ccc(S(=O)(=O)Oc2ccccc2/C=N/Nc2ccc(C(=O)O)cc2)cc1	21	1	0	0	2	-1.3	2	-0.7	-1.4
Nc1cc(S(=O)(=O)Nc2ccc(Br)cc2)ccc1Cl	9	2	-1	9.4*	6	1.5	-3	0.3	8.3
Cn1c(C(C)(O)C(O)c2ccccc2)nc2ccccc21 (centres undefined)	3	3	-2	2	7	1.8	2	0.1	1.6
COc1ccccc1-n1c(=O)c(C#N)c(-c2ccc([N+](=O)[O-])cc2)c2cc(C(=O)c3cc(F)ccc3O)cnc21	15	10	4	1	9	1.5	-2	1.5	-2.2
CC1CC(C)(C)N(C(=O)CN2C(=O)c3ccccc3C2=O)c2ccccc21 (centres undefined)	50	5	0	2	3	3.9	-10	210*	2.0
O=C1C=C(c2cccs2)CC(c2cccs2)C1n1cnc([N+](=O)[O-])c1 (centres undefined)	2	3	2	0	-1	1.3	-7	-0.1	-1.3
Cc1cc(C(=O)N2CCN(Cc3ccccc3)CC2)on1	-5	5	1	-2	-1	0.8	-5	0.8	-0.2
Cn1cc(CNCc2ccccc2OCC(O)CN2CCc3ccccc3C2)cn1 (centres undefined)	-2	3	-3	5	8	0.3	2	0.4	3.2
Cc1ccc(N2CC(C(=O)Nc3nccs3)CC2=O)cc1Cl (centres undefined)	57	5	-3	-1	5	0.6	0	0.6	17
CN1COc2ccc3ccccc3c2C1	-3	4	-2	1	12	-0.9	3	0.0	-0.3
CC(C)OCCCN1CN(S(=O)(=O)c2ccccc2)c2nc3ccccc3nc21	22	5	-1	1	17	1.2	-8	-0.6	0.4
CC(=O)C1=C(C)N(Cc2ccccc2)C(=O)N[C@H]1CCc1ccccc1	26	6	-2	2	8	4.5	-2	1.6	0.0
CSc1ccc(S(=O)(=O)NCCOc2ccccc2C)cc1	72*	1	-3	0	15	-1.4	0	-0.4	2.0
Cc1cc(C)cc(NC(=S)N2CCN(Cc3ccccc3)CC2)c1	19	5	0	-1	4	-0.4	-8	1.1	0.1
CCCc1nnc(NC(=O)CN2C(=O)c3ccccc3S2(=O)=O)s1	14	4	-5	0	12	1.5	-4	0.8	-2.0
Cc1ccc(NC(=O)Nc2ncnc3nc[nH]c23)cc1	-10	-1	-1	5	15	1.1	8	0.3	-6.8
COc1ccc(-c2cc(=O)c3cc(OC)ccc3[nH]2)cc1	4	9	1	1	65*[5 µM]	2.5	2	0.8	-1.5
CCCCNC(=O)CCn1nc(-c2ccc(Cl)cc2)c2ccccc2c1=O	18	-2	-1	5	13	-2.8	-9	-0.4	-3.0
CCC(C)NC(=O)c1ccccc1NC(=O)C1COc2ccccc2O1 (centres undefined)	-1	3	4	1	-5	-0.8	-8	0.5	2.2
COC(=O)c1cn(C(=O)c2ccc(C)cc2C)c2ccccc12	-9	9	5	-1	-8	1.3	6	-0.9	-6.1
CNS(=O)(=O)c1cccc(C(=O)NCC(c2cccs2)N(C)C)c1 (centres undefined)	21	6	4	1	18	0.5	-6	-0.1	0.3
Cc1nc(-c2ccccn2)sc1C(=O)Nc1ccc(F)cc1F	-13	-1	0	-1	-7	-0.6	-2	-0.2	-2.1
O=C(Nc1ccccc1)c1ccc(CSc2ncccn2)cc1	-13	5	4	2	28	2.5	-12	0.1	-2.9
N=c1n(Cc2ccccc2)c2ccccc2n1Cc1ccccc1	14	0	4	2	26	0.5	3	1.4	0.1
